Source: PubChem BioAssay
Anesthetic bind = qHTS Assay for Identification of Novel General Anesthetics; 0.074% of 350,000 active; AID 485281, 2010; apoferritin/1-aminoanthracene competitive binding, fluorescence; Potency, µM (series often up to 77.5 µM), inactives show at the highest dose activity change, negative = displacement, usual class: inhibitors; Ferritin light chain (Equus caballus), P02791; note: potency is the fitted concentration of half-maximal effect; % is set by controls: 0 for no effect and ±100 for the full control effect; nearly all actives have a fitted effect of over 20% in size
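10 uM apoferritin + 50% sat. 1-AMA, PBS; cpd 10 min RT; Ex380/Em535 endpoint; normalized to free probe vs complex; 4-param Hill fit; propofol titration as pos. ctrl.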
Pol iota inh = qHTS for Inhibitors of Polymerase Iota. DNA polymerase iota (Homo sapiens), Q9UNA4. AID 588590, 2011. Pol iota fluorescent replication assay, 10 min. Potency, µM (series often up to 115 µM), without a hit: at the top dose activity, negative = inhibition, actives largely listed as inhibitors. 1% of 390,000 active; note: potency is the fitted concentration of half-maximal effect
Target sequence (Q9UNA4 whole entry, looked up): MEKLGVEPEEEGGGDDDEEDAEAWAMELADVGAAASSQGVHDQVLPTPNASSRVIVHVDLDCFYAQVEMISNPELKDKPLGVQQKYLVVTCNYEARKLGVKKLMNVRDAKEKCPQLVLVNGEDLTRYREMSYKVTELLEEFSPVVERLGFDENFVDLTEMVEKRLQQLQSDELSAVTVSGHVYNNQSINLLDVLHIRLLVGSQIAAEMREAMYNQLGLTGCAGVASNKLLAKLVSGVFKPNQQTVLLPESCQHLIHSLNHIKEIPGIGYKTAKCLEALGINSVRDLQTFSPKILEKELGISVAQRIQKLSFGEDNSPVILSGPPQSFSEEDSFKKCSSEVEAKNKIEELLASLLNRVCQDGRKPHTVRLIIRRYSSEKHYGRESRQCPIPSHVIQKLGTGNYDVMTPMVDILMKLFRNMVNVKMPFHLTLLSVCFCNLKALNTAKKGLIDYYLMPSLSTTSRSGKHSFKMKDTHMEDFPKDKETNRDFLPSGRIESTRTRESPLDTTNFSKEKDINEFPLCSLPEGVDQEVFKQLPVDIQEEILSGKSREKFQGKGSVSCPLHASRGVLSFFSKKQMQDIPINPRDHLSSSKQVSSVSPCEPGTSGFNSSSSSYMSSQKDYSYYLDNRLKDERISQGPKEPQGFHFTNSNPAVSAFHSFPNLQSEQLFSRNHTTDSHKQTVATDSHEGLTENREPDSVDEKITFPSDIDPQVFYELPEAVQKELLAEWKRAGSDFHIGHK
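Pol iota at 10 nM preincubated 15 min with compounds at room temperature; reaction started with fluorescent substrate, 50 nM final. Fluorescence read kinetically at 0 and 10 min; buffer-only wells as negative control.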
APE1 inh = qHTS Assay for Inhibitors of the Human Apurinic/apyrimidinic Endonuclease 1 (APE1) | recombinant APE1, TAMRA/BHQ-2 abasic DNA cleavage fluorescence | Potency, µM (top dose mostly 65.8 µM), inactives show top-dose activity change, negative = inhibition, hits mostly inhibitors | 0.35% of 350,000 active | AID 2517, 2012;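 note: potency is the fitted concentration of half-maximal effect; plate controls were vehicle for no effect and reference inhibitor for full effect; nearly all actives have a fitted effect of over 55% in size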
Target sequence (P27695 whole entry, looked up): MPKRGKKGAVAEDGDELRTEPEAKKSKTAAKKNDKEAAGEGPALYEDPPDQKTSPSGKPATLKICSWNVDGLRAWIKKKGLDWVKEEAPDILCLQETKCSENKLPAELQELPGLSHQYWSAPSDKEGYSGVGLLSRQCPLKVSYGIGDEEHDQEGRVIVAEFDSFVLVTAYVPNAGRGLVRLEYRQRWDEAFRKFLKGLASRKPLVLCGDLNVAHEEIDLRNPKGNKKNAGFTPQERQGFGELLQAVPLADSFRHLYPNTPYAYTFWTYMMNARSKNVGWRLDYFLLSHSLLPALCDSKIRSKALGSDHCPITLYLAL
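Compound pre-exposure to 0.75 nM APE1, 15 min at ambient temperature. Reaction initiated with 50 nM TAMRA/BHQ-2 THF substrate, read immediately in kinetic mode, 525 nm excitation, 598 nm emission.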
Pol beta inh = qHTS Assay for Inhibitors of DNA Polymerase Beta | P06746 | Pol beta primer extension/strand displacement, fluorescence kinetic | Potency, µM (top dose mostly 114 µM), for inactives: at the highest dose activity change, negative = inhibition, actives largely listed as inhibitors | 1.3% of 340,000 active; note: potency is the fitted concentration of half-maximal effect; % is set by controls: 0 for no effect and ±100 for the full control effect
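Pol beta (10 nM) and compounds were preincubated 15 min at room temperature, then 50 nM substrate (final) started primer extension/strand displacement. Reads were taken at 0 and 10 min; concentration-response data were fitted to a four-parameter Hill equation.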
PGK inhibitor = qHTS Assay to Find Inhibitors of Phosphoglycerate Kinase; Potency, µM (series often up to 57.5 µM), without a hit: at the highest dose activity change, negative = inhibition, hits mostly inhibitors; 0.043% of 380,000 active; Phosphoglycerate kinase, glycosomal (Trypanosoma brucei brucei), P07378; PGK/GAPDH coupled, Kinase-Glo luminescence, 60 min; note: potency is the fitted concentration of half-maximal effect; % is set by controls: 0 for no effect and ±100 for the full control effect; nearly all actives have a fitted effect of over 60% in size
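Recombinant glycosomal PGK reaction used 1,3-bisphosphoglycerate generated in-well by GAPDH (100nM final) in 100mM TEA pH 7.6, 5mM MgCl2, 0.01% Tween-20. After 60 minutes at room temperature, ATP was read by Kinase-Glo Plus luminescence end-point.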
POLK inh = qHTS for Inhibitors of Polymerase Kappa; DNA polymerase kappa (Homo sapiens), Q9UBT6; purified Pol kappa, fluorescent DNA synthesis assay, 10 min; Potency, µM (series often up to 107 µM), for the others: at the top dose activity, negative = inhibition, usual class: inhibitors; 0.53% of 400,000 active; AID 588579, 2011; note: potency is the fitted concentration of half-maximal effect; % is set by controls: 0 for no effect and ±100 for the full control effect
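Pol kappa 10 nM + cpd, 15 min RT; start w/ substrate 50 nM final; fluorescence kinetic read, 0 and 10 min. Neg ctrl: buffer, no enzyme.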
RXFP1 antag = qHTS Assay for Antagonists of the Relaxin Receptor RXFP1. HEK293-RXFP1, relaxin-stimulated cAMP HTRF, 30 min; stronger effect = lower value. AID 1259400, 2018. activity change, negative = inhibition, % at 57.5 µM. 0.59% of 350,000 active;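 active = activity change of -60% or lower, but not beyond a set lower limit; inconclusive = change between -60% and -40%, or beyond the set limit; inactive = change above -40%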; note: % is set by controls: 0 for no effect and ±100 for the full control effect
Pol eta inh = qHTS for Inhibitors of Polymerase Eta | recombinant Pol eta, fluorescent DNA replication assay | 1.2% of 390,000 active | Potency, µM (top dose mostly 114 µM), for inactives: top-dose activity change, negative = inhibition, hits mostly inhibitors | DNA polymerase eta (Homo sapiens), Q9Y253; note: potency is the fitted concentration of half-maximal effect; % is set by controls: 0 for no effect and ±100 for the full control effect
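Fluorescent replication assay: 50 nM final substrate added after a 15 min room-temperature compound preincubation with 10 nM enzyme. Signal taken at 0 min and again at 10 min.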
BLM inh = qHTS Assay for Inhibitors of Bloom's syndrome helicase (BLM). recombinant BLM DNA unwinding, fluorescence dequenching. Potency, µM (top dose mostly 56.1 µM), inactives show top-dose activity change, negative = inhibition, most hits filed as inhibitors. 0.2% of 350,000 active;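 note: potency is the fitted concentration of half-maximal effect; plate controls were vehicle for no effect and no enzyme for full effect; nearly all actives have a fitted effect of over 35% in size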
Active calls of the source: *; i = inactive; ? = inconclusive; · = no result given; [ ] = another dose, or the depositor's remark. Unless noted, calls come from the whole dose curve; as a rule, active = well fitted curve in the direction sought with a large enough effect; inconclusive = small, poorly fitted or top-dose-only effect, or another doubt; inactive = no such curve, though single readings can be large; an effect the other way counts as inactive or inconclusive.

Results follow in this order: BLM inh, Pol eta inh, RXFP1 antag, Pol iota inh, Anesthetic bind, APE1 inh, PGK inhibitor, Pol beta inh, POLK inh
c1cc(CNc2ccc3c(c2)OCCO3)ccn1
→ -5%, -14%, -8, 31%[activator], -11%, -1%, 1%, -9%, 1%
CC(=O)C(Cc1ccccc1)(Cc1ccccc1)C(C)=O
→ -4%, -11%, 1, 149%[activator], -9%, -7%, -3%, -1%, -13%
CN(C)/C=N/NC(=O)c1ccccc1Cl
→ -4%, -9%, 3, 36%, 8%, -6%, 1%, 18%, 2%
COc1ccc(NC(=O)c2ccc(S(=O)(=O)C(F)F)cc2)c(OC)c1
→ 0%, -5%, 1, -5%, -5%, -9%, 2%, -2%, -10%
Cc1ccc(NC(=O)Nc2cccnc2)cc1Cl
→ -5%, 2%, 0, 5%, -8%, 28%, -5%, -8%, -9%
Cc1ccc(S(=O)(=O)N2CCC(N3CCN(Cc4ccccc4)C(=O)C3=O)CC2)cc1C
→ -2%, -9%, -10, 6%, -7%, ·, 4%, 39%, 5%
CCc1ccccc1NC(=O)c1cc(S(=O)(=O)N2CCCC2)cn1C
→ 0%, -10%, 4, 54%[activator], -9%, ·, 9%, -3%, -9%
CCN(c1ccccc1)S(=O)(=O)c1ccc(NC(=S)NC(=O)c2cccs2)cc1
→ -9%, -2%, -4, -4%, -20%, -1%, -8%, 14%, -1%
CC1C[N+](=C2C=C(N3CCOCC3)CC(C)(C)C2)CC(C)O1 (stereo not given)
→ -1%, -14%, 3, 48%[activator], 8%, 0%, -5%, 14%, -10%
COc1cccc(NC(=O)CN(C)C(=O)c2ccc(-n3cncn3)c([N+](=O)[O-])c2)c1
→ ·, -2%, 2, 6%, ·, 8%, 0%, ·, -11%
Cc1onc(-c2ccccc2)c1C(=O)N[C@@H]1C(=O)N2C1SC(C)(C)[C@@H]2C(=O)O (stereo not given in full)
→ ·, -12%, ·, -11%, ·, ·, 7%, ·, -11%
Cc1nc(NC(=O)c2ccncc2)sc1C(=O)N(C)C
→ -8%, 5%, 8, 19%, -2%, 32%, -1%, 25%, -13%
CS(=O)(=O)N1CCN(c2ccccc2NC(=O)c2ccc3ccccc3c2)CC1
→ -5%, -11%, -5, ?, -2%, 2%, -5%, 12%, -1%
O=C(NCc1ccccn1)C1CCN(Cc2cnn(-c3ccccc3)c2-n2cccc2)CC1
→ -1%, -13%, -7, 8%, -20%, -1%, -1%, 10%, -11%
CC1CCc2c(sc(NC(=O)CN3CCN(C(=O)c4ccco4)CC3)c2C#N)C1 (stereo not given)
→ -5%, -5%, -17, 65%[activator], -12%, -2%, -6%, ?, -3%
Cc1ccc(C)c(S(=O)(=O)NC(C)C(=O)Nc2ccc(-c3nc4ccccc4s3)cc2)c1 (stereo not given)
→ 0%, -23%, -33, 27%, -9%, -3%, -3%, 0%, -4%
CCc1n[nH]c(=O)n1Cn1c(CC)n[nH]c1=O
→ -1%, -4%, -1, 28%, 11%, 2%, 1%, -2%, 1%
Nc1cccc2c1C(=O)N(C(=O)c1ccc(S(=O)(=O)N3CCCCCC3)cc1)C2=O
→ -6%, -3%, -3, 26%, ·, -2%, 2%, 1%, -4%
Cc1ccc(NC(=S)NC(=O)C2CCCC2)cc1C
→ -11%, -10%, -16, 1%, -5%, 6%, -8%, -7%, -15%
CC(C)(C)N=C1NN=C(c2cc3ccccc3o2)CS1
→ 3%, ?, 3, ?, -2%, -5%, 0%, 16%[57.1 µM], -7%
COc1ccc(CNS(=O)(=O)c2ccc(-n3cnnn3)c(C)c2)cc1
→ -3%, -16%, 2, 10%, -2%, 14%, 0%, 25%, -8%
CSc1ccc(/C=C/C(=O)OCC(=O)N2CCCCCC2)cc1
→ ·, -25%, -11, 42%[activator], ·, 16%, 7%, ·, -4%
C=CCOn1c(=O)c(-c2ccccc2)[n+]([O-])c2ccccc21
→ -8%, -14%, -32, 120%[activator], -3%, 5%, -3%, 7%, -2%
Cc1ccc(NC(=O)C2CCN(C(=O)c3ccccc3C)CC2)cc1
→ 2%, 3%, -8, 42%[activator], -8%, 6%, 0%, ?, -13%
O=C(Oc1ccc(C(=S)N2CCOCC2)cc1)c1ccccc1F
→ -9%, -10%, -13, 15%, -22%, 13%, i, 12%, 5%
O=C(Nc1ccc(Cl)cc1F)c1ccc(-n2cncn2)cc1
→ ·, -18%, 3, -1%, ·, 9%, -6%, ·, -23%
O=C(CSc1ncccn1)NNC(=O)c1ccccc1
→ ·, 0%, 9, -14%, ·, ·, -9%, ·, 2%
CCOC(=O)c1ccc(Nc2c(OCC)c(=O)c2=O)cc1
→ -6%, -3%, 1, 1%[58.9 µM], 0%, -4%, -3%, -2%, -15%
Cc1ccc(-c2nn3c(C)nnc3s2)cc1NC(=O)c1ccco1
→ -1%, -7%, ·, ?, -4%, -3%, -4%, ?, -12%
Cc1ccc(S(=O)(=O)NC2CCCCCC2)cc1
→ ·, -22%, 4, 11%, ·, 20%, 5%, ·, -9%
Cc1ccc(C2OC(=O)C=C2c2ccccc2)cc1 (stereo not given)
→ ·, -17%, ·, 27%, ·, 18%, 1%, ·, 1%
Cc1ccc(-n2c(Cc3ccccc3)n[nH]c2=S)cc1
→ -2%, -5%, -1, 4%, 6%, -3%, -8%, 13%, -2%
CCOc1ccc(CCNC(=O)c2cccc(S(=O)(=O)N3CC(C)OC(C)C3)c2)cc1OCC (stereo not given)
→ ·, -27%, -5, 78%[activator], ·, -9%, -2%, ·, -15%
Cc1cc(C)c(NC(=O)c2c[nH]c(=S)n2-c2ccc(F)cc2)c(C)c1
→ -1%, -26%, -23, 20%, -3%, -1%, -10%, -5%, 2%
CCn1cc(C(=O)N2CCN(c3ccccc3F)CC2)c(=O)c2ccc(C)nc21
→ -1%, -15%, ·, 37%[activator], -9%, -2%, -10%, 0%, -32%
O=C(Nc1cccc(S(=O)(=O)c2cccc(NC(=O)C3CC3)c2)c1)C1CC1
→ -8%, -7%, -8, 14%, 0%, 6%, 4%, -13%, -8%
Cc1ccc(-n2c(=O)cc(N3CCN(Cc4ccccc4)CC3)[nH]c2=O)cc1
→ 2%, -9%, ·, 5%, 0%, -6%, 0%, 0%, 14%
COc1ccc(-c2ccc(NS(=O)(=O)c3cccc(C)c3)cc2)nn1
→ -2%, 8%, -17, ?, ?, ·, -8%, 1%, -8%[60.1 µM]
COc1ccc2c(c1OC)c(=O)n1c3ccc(OC(C)C(=O)NCCCN4CCOCC4)cc3c3ccnc2c31 (stereo not given)
→ 39%[activator], -9%, ·, 14%, 321%[activator], 18%, i, 20%, 24%
Cc1cc(C)nc(NC(=O)c2ccc(Cl)c([N+](=O)[O-])c2)n1
→ -6%, -1%, 4, 20%, 4%, 3%, -2%, 4%, -20%

The closing two entries of the section before lead into the next.
Results follow in this order: BLM inh, Pol eta inh, RXFP1 antag, Pol iota inh, Anesthetic bind, APE1 inh, PGK inhibitor, Pol beta inh, POLK inh
COc1ccc2c(c1OC)c(=O)n1c3ccc(OC(C)C(=O)NCCCN4CCOCC4)cc3c3ccnc2c31 (stereo not given)
→ 39%[activator], -9%, ·, 14%, 321%[activator], 18%, i, 20%, 24%
Cc1cc(C)nc(NC(=O)c2ccc(Cl)c([N+](=O)[O-])c2)n1
→ -6%, -1%, 4, 20%, 4%, 3%, -2%, 4%, -20%
Cc1oc2c(O)c(O)ccc2c(=O)c1-c1ccccc1
→ -7%, -19%, ·, ?, 4%, 18%, -6%, ?, ?
COc1nc(OCC#N)nc(N2CCCCC2)n1
→ -1%, -16%, -14, 187%[activator], -4%, -3%, i, 28%, -4%
Cc1ccc(OCC(=O)NNC(=S)NC(=O)c2ccc(Br)o2)c(C)c1
→ -2%, -16%, -1, 50%[activator], -4%, -5%, 4%, 17%, -3%
O=C(NC1C(=O)NNC1c1ccccc1)c1ccc(F)cc1 (stereo not given)
→ 3%, ?, 7, ?, -10%, -3%, -7%, 31%, -9%
CCN(c1ncnc2c1c(-c1ccccc1)cn2-c1ccccc1)C1CCCCC1
→ -5%, -1%, -9, ?, -6%, ·, -2%, 15%, -7%[60.1 µM]
CCOC(=O)c1c(C)[nH]c(C(=O)COC(=O)C2=NNC(=O)CC2)c1C
→ 0%, -20%, 3, 55%[activator], -6%, -8%, 5%, 12%, 3%
CCOc1ccc(C(Nc2ccc(C)cc2)P2(=O)OCCCO2)cc1 (stereo not given)
→ 0%, 0%, -13, 15%, ?, -2%, -5%, 3%, -5%
O=C(N1CCCC1)C(F)(F)Oc1ccc(F)cc1
→ -9%, -13%, 2, -20%, -10%, -4%, -7%, -14%, -3%
COc1ccc(Cn2c(C(=O)O)c(CNCc3ccc(SC)cc3)c3ccc(OC)cc32)cc1
→ -4%, -3%, -32, -11%, -9%, ·, 11%, 25%, -7%
CN(C)Cc1ccccc1Sc1ccc(O)cc1O
→ 4%, 3%, 1, 93%[activator], -15%, -1%, 1%, -16%, -15%
Cc1nnc(SCC(=O)Nc2sc3c(c2C#N)CCCC3)[nH]c1=O
→ -6%, ?, -9, ?, -9%, -1%, 0%, 3%, -14%
CCOC(=O)c1cnc2c(OC)cccc2c1Oc1ccccc1
→ -3%, -22%, -13, 21%, 1%, 25%, -13%, 2%, 3%
CCCCN(C)CCNC(=O)CN1C(=O)CSc2ccc(S(=O)(=O)N3CCCC3)cc21
→ -1%, -12%, 0, 1%, -4%, 10%, -2%, 45%[activator], 8%
CC(C)c1ccc(NC(=S)N2CCN(S(=O)(=O)c3ccccc3)CC2)cc1
→ -11%, -20%, -4, -2%, -4%, 19%, -18%, 5%, 7%

A portion of the library; the hit share may differ from the screen's.
